# Kir21 inh: Kir2.1 (mouse) channel inhibition; B-score at 10 µM; HEK293-Kir2.1, FluxOR thallium flux fluorescence; hits give low values; 310,000 tested, 0.85% active;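 active means fluorescence ratio B-score at or below minus 3 SD of library scores, with starting-brightness B-score within 2 SD, cut at about -4.2 in these data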;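 further: channel flux triggered by added potassium and thallium sulfate stimulus; B-score of peak minus minimum fluorescence over baseline after thallium stimulus; more negative B-score means stronger Kir2.1 block with less thallium influx; some compounds called inactive have numbers as strong as hits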
# Target sequence (P35561 whole entry, looked up): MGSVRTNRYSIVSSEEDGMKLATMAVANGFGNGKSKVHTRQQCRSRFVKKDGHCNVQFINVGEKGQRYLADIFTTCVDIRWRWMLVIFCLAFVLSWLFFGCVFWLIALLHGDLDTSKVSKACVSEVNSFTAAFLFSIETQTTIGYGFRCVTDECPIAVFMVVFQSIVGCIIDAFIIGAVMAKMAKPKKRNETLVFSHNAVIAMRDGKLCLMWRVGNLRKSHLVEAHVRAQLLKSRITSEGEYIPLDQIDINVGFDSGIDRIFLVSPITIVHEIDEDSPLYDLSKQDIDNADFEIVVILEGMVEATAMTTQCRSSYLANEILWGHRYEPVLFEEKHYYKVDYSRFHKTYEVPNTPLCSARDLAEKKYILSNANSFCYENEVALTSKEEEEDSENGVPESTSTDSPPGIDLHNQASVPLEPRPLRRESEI
# STK33 inh: inhibitors of human STK33 kinase; Q9BYT3; purified STK33, MBP phosphorylation, ADP-Glo luminescence; inhibition, % at 10 µM; 320,000 tested, 0.073% active; AID 2661;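 active means inhibition at or above 25%, using the most active replicate where run in duplicate; inactive means inhibition below 25%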
# Target sequence (Q9BYT3 whole entry, looked up): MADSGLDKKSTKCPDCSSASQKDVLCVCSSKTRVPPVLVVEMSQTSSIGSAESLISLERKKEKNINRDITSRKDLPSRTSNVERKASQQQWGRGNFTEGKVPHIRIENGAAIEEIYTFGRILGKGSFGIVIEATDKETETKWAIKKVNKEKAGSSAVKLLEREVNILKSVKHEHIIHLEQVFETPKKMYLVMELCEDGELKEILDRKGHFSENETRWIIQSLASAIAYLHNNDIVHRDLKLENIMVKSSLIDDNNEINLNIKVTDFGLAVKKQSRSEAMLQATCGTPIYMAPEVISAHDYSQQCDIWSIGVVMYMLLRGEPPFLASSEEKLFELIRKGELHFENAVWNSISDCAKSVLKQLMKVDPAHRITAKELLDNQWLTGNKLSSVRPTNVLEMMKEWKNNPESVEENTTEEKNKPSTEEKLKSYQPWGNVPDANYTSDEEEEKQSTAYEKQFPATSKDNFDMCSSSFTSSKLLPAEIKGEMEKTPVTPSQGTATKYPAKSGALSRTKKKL
# KCNQ2 block: KCNQ2 channel blockers in CHO-K1 cells – cell-based, FluxOR thallium flux, B-score, primary screen (AID 2156); B-score at 10 µM; O88943; 20 min; hits give low values; 310,000 tested, 1.1% active;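 active means fluorescence ratio B-score at most minus 3 library SDs, with starting brightness B-score within 2 library SDs, cut at about -5.5 in these data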
# * hit, by the source's call; i = inactive; / = not tested or not shown.
# The first two entries (preview)
# Under each structure – Kir21 inh | STK33 inh | KCNQ2 block
NC(=O)COC(=O)C(Cc1ccccc1)NS(=O)(=O)c1ccccc1F (stereo not given)
  -0.65 | -1.2 | i
CCC(=O)NCCNc1nc2cc(C)c(C)cc2cc1C#N
  -1.5 | 1.9 | i

# Results (from the top)
# Under each structure – Kir21 inh | STK33 inh | KCNQ2 block
NC(=O)COC(=O)C(Cc1ccccc1)NS(=O)(=O)c1ccccc1F (stereo not given)
  -0.65 | -1.2 | i
CCC(=O)NCCNc1nc2cc(C)c(C)cc2cc1C#N
  -1.5 | 1.9 | i
CCn1c(-c2cccnc2)n[nH]c1=S
  1 | -2.1 | i
CCC1CCC(c2nnc(-c3ccc([N+](=O)[O-])cc3)o2)CC1 (stereo not given)
  -1.8 | -0.1 | i
CN(C(=O)CSc1nnc(-c2ccccc2F)o1)c1ccccc1
  0.02 | -1.9 | i
CN(Cc1ccccc1)c1nc(N)c([N+](=O)[O-])c(NCc2ccccc2)n1
  -4.5* | -2.0 | i
COc1ccc(C)cc1N(C(=O)COc1cccc(F)c1)c1nc2ccccc2s1
  -2.9 | -1.3 | i
Cc1ccc(NS(=O)(=O)c2ccc3c(c2)NC(=O)C(C)C(=O)N3)c(Br)c1 (stereo not given)
  -1.5 | -1.3 | i
OCc1ccc(-c2nn(Cc3ccccc3)c3ccccc23)o1
  -1.6 | -1.1 | i
CC(C)N1CSC(=S)N(Cc2ccccc2)C1
  -1.7 | 1.2 | i
CCOCCCNc1ncnc2c1[nH]c1ccccc12
  -0.76 | 2.6 | i
CCOC(=O)C1(Cc2cccc(OC)c2)CCN(C(C)CC(C)(C)O)CC1 (stereo not given)
  1.7 | -0.4 | i
N/C(=N\c1nc2c(c(=O)[nH]1)CCC2)Nc1cccc(Cl)c1
  0.86 | -1.5 | i
COc1ccc(NC(=O)CN(c2ccccc2F)S(=O)(=O)c2ccc(C)cc2)cc1
  2 | -1.0 | i
O=C(O)COCC(=O)N1CCN(C(c2ccccc2)c2ccccc2)CC1
  2.8 | 0.0 | i
O=C1c2ccccc2C(O)(c2ccccc2)N1CCc1ccccc1 (stereo not given)
  0.04 | 0.3 | -8.4*
CCOC(=O)c1cc(-c2ccc(C)cc2)nc2nc(SC)[nH]c(=O)c12
  1.8 | -0.8 | i
CCN1CCN(C(=O)/C=C/c2ccc([N+](=O)[O-])cc2)CC1
  1.7 | -0.6 | i
Cc1ccc(OCCCn2ccnc2)c(Br)c1
  -0.67 | 0.4 | i
COc1ccc(C)cc1NC(=O)c1nnn(Cc2cccc(C(F)(F)F)c2)c1N
  0.14 | 0.1 | i
O=C(c1ccc(Cl)cc1)c1ccc(CN2C(=O)c3ccccc3C2=O)o1
  1.5 | -0.7 | i
Cc1ccccc1C(=O)c1cccn1CC(=O)NCCCc1ccccc1
  -0.01 | -0.8 | i
CCOC(=O)c1ccc(NC(=O)CC2OCCN(CC)C2=O)cc1 (stereo not given)
  -1.1 | -0.1 | i
CC(=O)c1ccc(OCc2cc(C(=O)NC3CCCCC3)no2)cc1
  0.26 | 1.8 | i
CC1=C(C(=O)Nc2ccccn2)C(c2ccc(Cl)cc2Cl)NC(=S)N1 (stereo not given)
  -0.23 | -1.8 | i
O=C(NCc1ccncc1)c1cncc(Br)c1
  0.22 | 0.2 | i
O=C1CSC(c2cccnc2)N1c1ccc(F)cc1 (stereo not given)
  -0.21 | -0.9 | i
CCCc1cc(C(=O)Nc2ccc(C(=O)c3ccccc3)cc2)n(C)n1
  0.23 | 5.7 | i
O=C(c1ccc(NS(=O)(=O)c2cccc3cccnc23)cc1)N1CCCCC1
  -1.8 | -1.4 | i
Nc1nc(SCC(=O)NC2CCCCC2)n[nH]1
  0.31 | 0.1 | i
Cc1ccc(/C=C2/SC(=S)N(CCCC(=O)Nc3cc([N+](=O)[O-])ccc3O)C2=O)cc1
  -0.06 | -1.4 | i
CCc1sc(NC(=O)CN2CCC(C(N)=O)CC2)nc1-c1ccccc1
  0.08 | -0.7 | i
CCOC(=O)Cn1cnc2c(sc3nc(C)cc(C)c32)c1=O
  1.2 | 0.1 | i
Cc1ccc(S(=O)(=O)NC(=NC(C)C)c2ccccc2)cc1
  0.02 | -0.2 | i
O=C(Cc1cccc2ccccc12)Nc1ccccc1Br
  0.97 | -1.5 | i
COCCn1c(=NC(=O)CCS(=O)(=O)c2ccccc2)sc2cc(F)ccc21
  0.59 | -1.4 | i
COc1cc(CNC2CCCCCCC2)ccc1OCC(N)=O
  -1.2 | -1.4 | i
Cc1cccc2cc(C#N)c(NCCCn3ccnc3)nc12
  -3.1 | 1.6 | i
NNC(=O)CNC(c1ccccc1)c1cc(Br)ccc1N (stereo not given)
  1.1 | -1.1 | i
CCc1ccccc1NC(=O)Nc1cccc(F)c1
  2.1 | -0.7 | i
COc1ccc(S(=O)(=O)O/N=C2\CCCc3ccccc32)cc1
  0.78 | -0.4 | i
O=C(CSc1ncccc1C(=O)O)c1ccc2ccccc2c1
  -0.17 | -1.8 | i
CN(C)c1ccc(/C=C/C(=O)c2cccnc2)cc1
  -7 | 3.7 | i
Cc1ccc(OCC(=O)NC2CCS(=O)(=O)C2)c([N+](=O)[O-])n1 (stereo not given)
  -0.76 | -1.1 | i
CN1C(=O)/C(=C\c2ccccc2OCc2ccccc2)SC1=S
  0.39 | -0.6 | i
Cc1ccccc1Nc1nc(N)nc(CSc2nc3ccccc3c(=O)n2C)n1
  -0.11 | -0.5 | i
S=C(NCc1cccnc1)Nc1ccc(Cl)c(Cl)c1
  -1.1 | -1.2 | i
C=Cc1ccc(CSc2cc(C)nc3nc(C)nn23)cc1
  -0.14 | 0.3 | i
CCCn1c(N)c(N(CCOC)C(=O)c2ccc([N+](=O)[O-])cc2Cl)c(=O)[nH]c1=O
  -2.4 | -0.8 | i
CCC(C)(C)NC(=O)C(c1ccc(C)o1)N(Cc1cccs1)C(=O)Cn1nnc2ccccc21 (stereo not given)
  0.45 | 0.9 | i
COC(=O)c1ccc(Nc2nc3ccc(C)cc3n3cnnc23)cc1
  1.6 | -1.8 | i
COc1ccc(NC(=O)CCSCCC(=O)Nc2ccc(OC)cc2OC)c(OC)c1
  -0.98 | 0.1 | i
CCOC(=O)c1ccc(NC(=O)C2CCCN(S(=O)(=O)c3ccc(F)cc3)C2)cc1 (stereo not given)
  1.3 | / | i
O=C(CC1SCCNC1=O)Nc1ccc(Cl)c(Cl)c1 (stereo not given)
  0.69 | -0.8 | i
CCCc1cc(C(=O)Nc2cccnc2Cl)no1
  -0.12 | 0.3 | i
Cc1ccc(C(=O)NCC(=O)OC(C)C(=O)NCCC2=CCCCC2)cc1C (stereo not given)
  0.56 | -0.3 | i
NC(=O)c1ccccc1NC(=O)c1ccccc1S(=O)(=O)c1ccccc1[N+](=O)[O-]
  1.4 | -3.4 | i
COc1ccc(OC)c(NC(=S)Nc2ccccc2)c1
  -0.64 | 1.2 | i
CCCNC(=O)NC(=O)COC(=O)c1ccc(OC)c(S(=O)(=O)N2CCCc3ccccc32)c1
  -0.76 | 1.6 | i
CCOCc1nnc(NC(=O)C2CC(=O)N(CCc3ccc(F)cc3)C2)s1 (stereo not given)
  -0.02 | -2.1 | i

# The results go on.
# Under each structure – Kir21 inh | STK33 inh | KCNQ2 block
CCc1nc(C)cn1S(=O)(=O)c1cc(OC)c(C)cc1C
  -2.9 | 1.1 | i
COc1ccccc1CNC(=O)CNC(=O)[C@@H]1Cc2ccccc2CN1
  0.04 | 0.3 | i
COc1ccc(OC)c(S(=O)(=O)N2CCC(C(=O)N(C)Cc3ccccc3)CC2)c1
  -0.66 | -2.4 | i
Cc1ccccc1NC(=O)COC(=O)c1ccc(CSc2ccc(Cl)cc2)cc1
  -0.01 | / | i
COc1cccc(NC(=O)CN2CCN(S(=O)(=O)c3ccc(F)cc3)CC2)c1
  0.24 | -1.0 | i
Oc1ccc(Br)cc1-c1cc(-c2ccccc2F)[nH]n1
  0.31 | -0.8 | i
COc1ccccc1CNS(=O)(=O)c1ccc2c(c1)oc(=O)n2C
  -0.68 | -1.0 | i
COc1cc(C2C(C(=O)C(C)(C)C)=C(O)C(=O)N2Cc2ccccc2)ccc1O (stereo not given)
  0.48 | 0.4 | i
O=c1[nH]c2ccccc2cc1-c1nnn(-c2ccc(Cl)c(Cl)c2)n1
  1.2 | -0.5 | i
COc1ccc(Cl)cc1Nc1nc(C)nc2c1oc1ccccc12
  -0.6 | -0.1 | i
CCC1CCCCN1CCCNC(=O)Cn1nc(C)n2nc(-c3ccccc3)cc2c1=O (stereo not given)
  -2.2 | 1.2 | i
O=C(CCNC(=O)c1ccccc1)NCC1CCCCC1
  0.95 | -0.4 | i
CC(C)CCn1c(CN2CCN(c3cccc(Cl)c3)CC2)nc2c1c(=O)n(C)c(=O)n2C
  0.76 | -1.6 | i
COc1cc(C)c(Cl)cc1S(=O)(=O)NCc1ccco1
  -1.5 | -0.8 | i
O=C(CCCn1c(=S)[nH]c2cc3c(cc2c1=O)OCO3)NCCc1ccccc1Cl
  0.45 | -2.6 | i
O=C(NCc1cccnc1)/C(=C\c1ccc(-c2ccc(Br)cc2)o1)S(=O)(=O)c1ccccc1
  -3.7 | -0.4 | i
Cc1ccc2c(c1)C(c1ccc([N+](=O)[O-])cc1)=NNC(c1ccc(Br)cc1)=N2
  0.67 | -1.9 | i
COc1ccccc1C(=O)NCCNc1nc2cc(C)cc(C)c2cc1C#N
  0.11 | -0.9 | i
O=C(Nc1ccccc1)OC1C2CCC1C(N1CCCCC1)CC2 (stereo not given)
  -0.54 | 0.0 | i
O=C(NCc1ccco1)c1ccc(Cl)nc1
  0.02 | -1.6 | i
CCOC(=O)N/N=C/c1cn(Cc2ccc(F)cc2)c2ccccc12
  -0.75 | -0.3 | i
CCCCNC(=O)c1cn(CC)c2ccc(S(=O)(=O)N3CCCC3)cc2c1=O
  -0.62 | -0.3 | i
CCn1c(NCc2cccc(OC)c2OC)nc2ccccc21
  -0.61 | 0.5 | -6.1*
O=C(NC1CC1)C1=C[C@H](C2CCCCC2)C[C@H](OCCCCO)O1
  -1.4 | -0.3 | i
O=C(CCc1nc2ccccc2[nH]c1=O)OCc1ccc(S(=O)(=O)N2CCOCC2)cc1
  0.68 | -1.3 | i
O=C(C1CCCO1)N1CCN(S(=O)(=O)c2ccc(F)cc2)CC1 (stereo not given)
  -0.27 | / | i
O=C(NC1CCCCCC1)c1c2c(nc3ccccc13)CCN(Cc1ccccc1)C2
  -0.23 | -0.6 | i
CC(C)(C)c1cc(=O)[nH]c(SCc2ccccc2Cl)n1
  -0.65 | -1.6 | i
Cc1ccc(CONC(=O)/N=C/N(C)C)cc1
  -0.02 | -1.1 | i
CCCS(=O)(=O)N1CCCC(C(=O)NC2CCCCC2)C1 (stereo not given)
  -0.44 | -1.8 | i

# Record cards (already shown):
# COc1ccc(OC)c(S(=O)(=O)N2CCC(C(=O)N(C)Cc3ccccc3)CC2)c1 in the list: Kir21 inh: -0.66; STK33 inh: -2.4; KCNQ2 block: i
# O=C(NCc1ccncc1)c1cncc(Br)c1 in the list: Kir21 inh: 0.22; STK33 inh: 0.2; KCNQ2 block: i
# Cc1ccc(/C=C2/SC(=S)N(CCCC(=O)Nc3cc([N+](=O)[O-])ccc3O)C2=O)cc1 in the list: Kir21 inh: -0.06; STK33 inh: -1.4; KCNQ2 block: i

# (list continues)
# Under each structure – Kir21 inh | STK33 inh | KCNQ2 block
CCOC(=O)/C(=C/C=C1\Sc2cc(OCC)c(OCC)cc2N1CC)C(C)=O
  -19 | 2.0 | i
COc1ccccc1C(=O)NN=C1CCN(Cc2ccccc2)CC1
  1.2 | -0.2 | i
Cc1ccccc1OCC1Cn2c(nc3c2c(=O)n(C)c(=O)n3C)O1 (stereo not given)
  -0.4 | 0.6 | i
Cc1ccc(CSc2nnc(-c3ccccn3)n2N)cc1
  0.3 | -1.7 | i
CC1C(=O)N(Cc2ccc(F)cc2)c2ccccc2N1C(=O)c1c(F)cccc1F (stereo not given)
  0 | -0.2 | i
COc1ccc2nnc(-c3ccc(C(F)(F)F)cc3)n2n1
  0.63 | 2.2 | i
CC(=O)Nc1ccc(OCC(O)Cn2nc(C)c(C(C)=O)c2C)cc1 (stereo not given)
  0.31 | -1.4 | i
CN(c1ccc(OCC(=O)NCCc2ccccc2)cc1)S(=O)(=O)c1ccc(Cl)cc1
  -1.1 | -0.2 | i
C/C(=N\O)C(=O)NCC1CCNCC1
  -0.06 | -0.7 | i
Cc1ccc(C(=O)NCC(c2ccco2)N2CCc3ccccc3C2)cc1C (stereo not given)
  -0.85 | -1.2 | -8.8*
Cc1ccc(CN2CC(C(=O)OCc3ccccc3Cl)CC2=O)cc1 (stereo not given)
  -0.95 | -0.1 | i
CNC(=O)c1[nH]cnc1C(=O)Nc1ccccc1C
  -1.6 | 2.9 | i
COC(=O)c1cc(NC(=O)c2cccnc2)cc(C(=O)OC)c1
  1.6 | -0.3 | i
COc1ccc(CN(C)C(=O)c2sccc2-c2ccccc2)c(OC)c1
  -2.1 | -0.1 | i
CCN(CC(=O)Nc1c(F)cccc1F)C(=O)CNC(=O)C1CCCCC1
  -0.05 | -1.2 | i
CCOC(=O)Cn1c(N2CCCCCC2)nc2c1c(=O)[nH]c(=O)n2C
  0.01 | -1.6 | i
Cc1c(CCC(=O)NCCCn2ccnc2)c(=O)oc2cc3occ(C(C)(C)C)c3cc12
  -2.2 | 0.3 | i
O=C(CN1C(=O)CCS(=O)(=O)c2ccccc21)NCc1ccc2c(c1)OCO2
  0.12 | 0.7 | i
COc1ccc(C(=O)Nc2cccc3nc(C)ccc23)cc1OC
  -1.5 | -1.4 | i

# High-throughput results deposited in PubChem by several laboratories.
